RORg inh: inhibitors of mouse ROR gamma transcriptional activity; P51450; Drosophila S2 Gal4-RORgamma UAS-luciferase reporter, 20 h; AID 2551; 310,000 compounds, 5.4% hits; Potency, µM (highest dose often 53.6 µM), inactives show at the highest dose activity change, negative = inhibition, usual class: inhibitors; note: % is set by controls: 0 for no effect and ±100 for the full control effect; nearly all actives have a fitted effect of over 60% in size
Target sequence (P51450 whole entry, looked up, the tested form may be a part): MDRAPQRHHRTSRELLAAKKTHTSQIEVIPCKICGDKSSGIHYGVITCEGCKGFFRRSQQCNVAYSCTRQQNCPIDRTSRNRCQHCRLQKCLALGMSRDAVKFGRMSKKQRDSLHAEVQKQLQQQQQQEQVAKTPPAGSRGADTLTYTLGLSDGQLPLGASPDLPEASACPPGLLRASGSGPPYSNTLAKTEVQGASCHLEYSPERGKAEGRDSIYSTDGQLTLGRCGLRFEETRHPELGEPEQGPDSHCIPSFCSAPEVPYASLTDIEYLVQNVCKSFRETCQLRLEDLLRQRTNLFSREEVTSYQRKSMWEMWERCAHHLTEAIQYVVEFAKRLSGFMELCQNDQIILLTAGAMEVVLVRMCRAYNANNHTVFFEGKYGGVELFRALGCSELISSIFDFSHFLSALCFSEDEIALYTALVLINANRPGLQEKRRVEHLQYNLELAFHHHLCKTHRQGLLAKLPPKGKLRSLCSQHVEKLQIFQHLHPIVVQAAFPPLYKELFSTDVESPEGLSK
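Stably transfected Drosophila Schneider cells are the test system, with ROR gamma fused to Gal4 and luciferase under UAS control; luminescence is read after 20 hr of 700 uM copper sulfate induction at ambient temperature.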
VP16 counter: Gal4-VP16 reporter inhibition counter-screen | 310,000 compounds, 3.5% hits | AID 2546 | Drosophila S2 Gal4-VP16 UAS-luciferase, luminescence, 20 h | Potency, µM (highest dose often 53.6 µM), for inactives: at the top dose activity, negative = inhibition, usual class: inhibitors;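 note: Gal4-VP16 expression switched on by copper sulfate through the metallothionein promoter; % is set by controls: 0 for no effect and ±100 for the full control effect; nearly all actives have a fitted effect of over 50% in size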
FLuc modulator: firefly luciferase modulation, counter-screen for miR-21 project; Potency, µM (top dose mostly 57.5 µM), inactives show at the highest dose activity change, negative = inhibition, most hits filed as inhibitors; purified FLuc, Km substrates, luminescence inhibition; 360,000 compounds, 6.9% hits;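 note: plate controls were vehicle for no effect and reference inhibitor for full effect; nearly all actives have a fitted effect of over 55% in size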
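Purified P. pyralis luciferase, 10 nM final, with Km-level 10 uM D-luciferin and 10 uM ATP in 50 mM Tris acetate pH 7.5, 10 mM Mg acetate, 0.01% Tween-20, 0.05% BSA; 6-point qHTS titration about 60 µM downward; luminescence read.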
ELG1 genotoxic: induces genotoxicity in HEK293T cells with luciferase-tagged ELG1; 330,000 compounds, 1.3% hits; AID 504466; HEK293T ELG1-luciferase reporter, luminescence, 16 h; Potency, µM (doses to about 46 µM), without a hit: at the top dose activity change, positive = activation, most hits filed as activators; note: % of control where 0% means no effect; nearly all actives have a fitted effect of over 60% in size
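Luminescence read-out: rising ELG1-luciferase signal, reflecting elevated ELG1 protein under genetic stress, flags genotoxic compounds. Cells were treated for 16 hr at 37 °C before ONE-Glo detection.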
p53 reactivator: restores transcriptional activity of mutant p53; H1299 p53-A138V BP100-luciferase reporter, luminescence, 24 h; Potency, µM (doses to about 92.2 µM), for inactives: top-dose activity change, positive = activation, actives largely listed as activators; 320,000 compounds, 0.063% hits; note: % of control where 0% means no effect; nearly all actives have a fitted effect of over 45% in size
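p53-null H1299 cells stably carrying temperature-sensitive p53-A138V and a BP100-luciferase reporter were pinned with compounds (4-point, 1:5 series) and held 24 hrs at 37 deg C. Luminescence was read 10 min after detection reagent.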
Rab9 prom act: Rab9 promoter activation; Huh7 Rab9 promoter-luciferase reporter, luminescence, 24 h; Potency, µM (highest dose often 9.22 µM), inactives show at the highest dose activation, negative = inhibition, hits mostly activators; 320,000 compounds, 2.8% hits; AID 485297; note: % of control where 0% means no effect; nearly all actives have a fitted effect of over 60% in size
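Cell-based reporter: Huh7 stable for Rab9 promoter-driven luciferase, plated in reduced-serum medium with 10% FBS at 1500 cells/well, compound-treated 24 h at 37 °C, luminescence read after 10 min reagent.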
NPC1 promoter act: NPC1 promoter activation | 320,000 compounds, 2.4% hits | Huh7 NPC1 promoter luciferase reporter, 24 h | Potency, µM (highest dose often 9.22 µM), for inactives: top-dose activation, usual class: activators;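 note: % of control where 0% means no effect; nearly all actives have a fitted effect of over 60% in size; reporter is driven by a mutant NPC1 promoter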
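Luciferase expression driven by the NPC1 promoter was measured in stably transfected Huh7 cells after a 24 h compound incubation, using a luciferase reagent and a luminescence read.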
uPA generation: inhibitors of cell surface uPA generation. 330,000 compounds, 0.31% hits. Potency, µM (top dose mostly 38.3 µM), for the others: top-dose activity change, negative = inhibition, most hits filed as inhibitors. cell surface uPA generation assay, qHTS; active = well fitted inhibition curve with a large enough effect; inconclusive = small, poorly fitted or top-dose-only effect; inactive = no such curve, though single readings can be large or run the other way; tested in mouse RAW 264.7 cells; note: % is set by controls: 0 for no effect and ±100 for the full control effect; nearly all actives have a fitted effect of over 55% in size
MBNL1-CUG inh: inhibitors of human MBNL1 binding to CUG repeat RNA. 280,000 compounds, 0.036% hits. AID 2675. Potency, µM (highest dose often 57.5 µM), inactives show top-dose activity change, negative = inhibition, usual class: inhibitors. TR-FRET MBNL1-His/biotin-(CUG)12 binding, 665/545 ratio; active = well fitted inhibition curve with a large enough effect in the signal ratio, with a control signal flat, not every such curve was filed as active; inconclusive = small, poorly fitted or top-dose-only effect, or effect the other way, or a change in a side signal; inactive = no such curve, though single readings can be large or run the other way; the % refers to the signal ratio; note: % is set by controls: 0 for no effect and ±100 for the full control effect
Target sequence (Q9NR56 whole entry, looked up): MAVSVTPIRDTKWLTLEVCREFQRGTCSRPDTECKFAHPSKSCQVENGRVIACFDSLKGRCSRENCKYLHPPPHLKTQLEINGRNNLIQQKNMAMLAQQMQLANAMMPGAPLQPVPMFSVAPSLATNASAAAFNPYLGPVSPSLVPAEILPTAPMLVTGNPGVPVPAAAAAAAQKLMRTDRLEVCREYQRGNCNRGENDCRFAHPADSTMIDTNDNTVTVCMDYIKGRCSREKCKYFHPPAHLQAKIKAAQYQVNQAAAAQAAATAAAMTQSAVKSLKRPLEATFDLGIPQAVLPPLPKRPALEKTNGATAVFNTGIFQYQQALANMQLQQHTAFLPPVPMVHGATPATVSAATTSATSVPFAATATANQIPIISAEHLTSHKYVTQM
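Ratiometric TR-FRET (665 over 545 nm, excitation 340 nm) tracks disruption of MBNL1-His/biotin-(CUG)12 complex after 60 min at room temperature, with compounds at 92 nM to 58 uM final.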
BRCA1 expr up: activators of BRCA1 expression; 380,000 compounds, 1.1% hits; Potency, µM (doses to about 46.1 µM), inactives show at the highest dose activation, most hits filed as activators; MCF7-BRCA1-FFLuc reporter, luminescence, 48 h; response scale: scaled: vehicle 0%, 10 µM genistein 100%; note: nearly all actives have a fitted effect of over 80% in size; some results filed as inactive show a strong effect at the top dose
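Activators of BRCA1 expression were detected as increased firefly luciferase luminescence in engineered MCF7 cells after 48 h compound incubation. Signals were scaled to genistein 10 microM as full activation.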
Starred values were filed as active, the others as inactive; ? = inconclusive; . = no result given; & = joins results of further samples; [ ] = another dose, or the depositor's remark. Unless noted, calls come from the whole dose curve; as a rule, active = well fitted curve in the direction sought with a large enough effect; inconclusive = small, poorly fitted or top-dose-only effect, or another doubt; inactive = no such curve, though single readings can be large; an effect the other way counts as inactive or inconclusive. Potency is the fitted concentration of half-maximal effect.

Structure,RORg inh,VP16 counter,FLuc modulator,ELG1 genotoxic,p53 reactivator,Rab9 prom act,NPC1 promoter act,uPA generation,MBNL1-CUG inh,BRCA1 expr up
CN1CCN(c2ccccc2NC(=O)c2ccccc2F)CC1,11%,1%,1%,-2%,-2%,2%,-1%,-17%,-13%,-23%
CC(C)(C)c1cc(C(=O)N2CCc3ccccc3C2)ccn1,33%,17%,1%,0%,-3%,11%,0%,7.9µM*,-6%,6%
COc1ccc(Cl)cc1S(=O)(=O)N1CCC(C(=O)NC2CC2)CC1,-29%,4%,2%,-1%,-5%,0%,0%,-3%,5%,0%
CC1=Nn2c(nnc2-c2ccccc2Cl)SC1,-23%,-4%,3%,0%,17%,1%,-2%,4%,1%,4%
CCCCn1c(N)c(N(CCOC)C(=O)CSCc2ccccc2C)c(=O)[nH]c1=O,.,.,0%,5%,-3%,-35%[inhibitor],-3%,3%,.,-10%
CCC(C)(C)NC(=O)C(c1ccc(F)cc1)N(CCOC)C(=O)CCC(=O)Nc1nccs1 (stereo unspecified),-35%,-9%,-1%,-3%,-2%,-4%,3%,5%,3%,-11%
Cc1nn(Cc2ccc(C(=O)N3c4ccc(F)cc4CCC3C)o2)c(C)c1Br (stereo unspecified),?,5%,-15%,0%,?,17%,26%,10%,6%,?
COc1ccc(CCNC(=O)CN2C(=O)COc3ccc(S(=O)(=O)N4CCCC4)cc32)cc1OC,-7%,-10%,1%&3%,0%,11%,-3%,5%,2%,-9%,-3%&1%
Cc1ccc(-n2ncc(C(=O)NC3CC3)c2C2CCN(C(=O)OC(C)(C)C)CC2)c(C)c1,1%,-6%,-1%,-2%[9.26 µM],-4%,-1%,-3%,1%,3%,-26%
CC1(C)Cc2ccccc2C(C(Cc2ccccc2)C(N)=O)=N1 (stereo unspecified),2%,-10%,4%,0%,2%,0%,-3%,.,24%,-6%
COc1cccc(-c2cc(C(=O)Nc3cccnc3)c3ccccc3n2)c1,45%,0%,27µM*,-14%,-14%,4%,0%,2%,23%,-21%
CN(c1ccc(F)cc1)S(=O)(=O)c1ccc(Cl)c(C(=O)OCC(=O)NCc2ccco2)c1,43%,6%,-10%,1%,1%,3%,1%,0%,-1%,-5%
CCC(=O)Nc1ccc(C(=O)NNC(=O)c2cccs2)cc1,-1%,-2%,4%,6%,4%,2%,1%,6%,3%,1%
CCOC(CNC(=O)CN1C(=O)COc2ccc(S(=O)(=O)N3CCCC3)cc21)OCC,-4%,-4%,1%,0%,-10%,-2%,-1%,0%,7%,-13%
CC(=O)NC(=S)NNC(=O)c1ccc(Br)cc1,13µM*,-10%,?,0%,-1%,2%,-5%,0%,6%,-18%
CN(C)S(=O)(=O)c1ccc(NC(=O)CN2CCCCCC2)cc1,-21%,-7%,-1%,-1%,25%,0%,-6%,-3%,-5%,-5%
O=C(O)c1cccc(Nc2nc(C(F)(F)F)nc3ccccc23)c1,-10%,?,-13%,4%,3%,0%[1.84 µM],3%,-2%,-9%,7%
CC1CCCN(CC(=O)Nc2cc(Cl)ccc2Oc2ccccc2)C1 (stereo unspecified),4%,?,0%,2%,12%,-9%,-3%,3%,-6%,-35%
COCc1ccc(CN2CCC(n3nccc3NC(=O)C(OC)c3ccccc3)CC2)o1 (stereo unspecified),?,?,-2%,6%,3%,13%,1%,-2%,-4%,-3%
CCn1nc(NC(=O)Cc2ccc(OC)cc2)c2cc3cc(C)ccc3nc21,-1%,-9%,?,?,4%,-3%,-5%,8%,10%,4%
Cc1ccsc1-c1nc(CN2CCCC2c2ccc(F)cc2)c(C)o1 (stereo unspecified),10µM*,-5%,4%,-7%,-1%,-6%,-4%,6%,4%,-23%
Cc1ccc(C2=NN(C(=O)CSc3nc4ncc(Cl)cc4[nH]3)C(c3ccco3)C2)cc1 (stereo unspecified),-20%,-1%,?,-1%,2%,12%,-1%,-1%,-6%,-5%
CC(C)OC(=O)/C(=C/c1ccc2c(c1)c1ccccc1n2C)NC(=O)c1ccccc1,?,4%,-7%,-1%,10%,2%,13%,-5%,4%,22%
COCCNC(=O)CSc1nc2ccc(N3CCOCC3)cc2c(=O)n1Cc1ccc(OC)cc1,10µM*,14µM*,?,0%,3%,18%,3%,-5%,18%,91%
Cc1ccc(C(=O)NC(=S)Nc2cccnc2Cl)cc1,5µM*,?,12µM*,?,.,2.8µM*,2.5µM*,-1%,14%,11µM*
CCOc1ccc(NC(=O)COC(=O)CCS(=O)(=O)c2ccc(C)cc2)cc1,15%,5%,-7%,1%,-3%,-7%,-2%,-2%,1%,15%
N=c1n(CCO)c2ccccc2n1CCOc1ccccc1,1%,1%,1%,0%,-4%,-6%,2%,-3%,-8%,-31%
Cc1cc(C)nc(SCc2cc(=O)c(OC(=O)c3ccco3)co2)n1,-7%,-12%,3%,0%,1%,-7%,0%,-4%,1%,-8%
COc1ccc(/C=C/C(=O)Nc2cc(S(=O)(=O)N3CCCCC3)ccc2N2CCCCC2)cc1OC,?,-19%,-1%,0%,2%,-6%,2%,2%,-2%,-8%
Cc1nn(Cc2cccc(C(=O)NC(C)c3ccc(C(C)(C)C)cc3)c2)c(C)c1[N+](=O)[O-] (stereo unspecified),42%,7%,0%,-13%,0%,1%,-1%,.,-6%,-55%

Laid out differently: four of the compounds above
> COc1ccc(CCNC(=O)CN2C(=O)COc3ccc(S(=O)(=O)N4CCCC4)cc32)cc1OC
- RORg inh = -7%
- VP16 counter = -10%
- FLuc modulator = 1%&3%
- ELG1 genotoxic = 0%
- p53 reactivator = 11%
- Rab9 prom act = -3%
- NPC1 promoter act = 5%
- uPA generation = 2%
- MBNL1-CUG inh = -9%
- BRCA1 expr up = -3%&1%

> Cc1ccc(-n2ncc(C(=O)NC3CC3)c2C2CCN(C(=O)OC(C)(C)C)CC2)c(C)c1
- RORg inh = 1%
- VP16 counter = -6%
- FLuc modulator = -1%
- ELG1 genotoxic = -2%[9.26 µM]
- p53 reactivator = -4%
- Rab9 prom act = -1%
- NPC1 promoter act = -3%
- uPA generation = 1%
- MBNL1-CUG inh = 3%
- BRCA1 expr up = -26%

> CC1(C)Cc2ccccc2C(C(Cc2ccccc2)C(N)=O)=N1 (stereo unspecified)
- RORg inh = 2%
- VP16 counter = -10%
- FLuc modulator = 4%
- ELG1 genotoxic = 0%
- p53 reactivator = 2%
- Rab9 prom act = 0%
- NPC1 promoter act = -3%
- uPA generation = .
- MBNL1-CUG inh = 24%
- BRCA1 expr up = -6%

> COc1cccc(-c2cc(C(=O)Nc3cccnc3)c3ccccc3n2)c1
- RORg inh = 45%
- VP16 counter = 0%
- FLuc modulator = 27µM*
- ELG1 genotoxic = -14%
- p53 reactivator = -14%
- Rab9 prom act = 4%
- NPC1 promoter act = 0%
- uPA generation = 2%
- MBNL1-CUG inh = 23%
- BRCA1 expr up = -21%

New compounds follow.
Structure,RORg inh,VP16 counter,FLuc modulator,ELG1 genotoxic,p53 reactivator,Rab9 prom act,NPC1 promoter act,uPA generation,MBNL1-CUG inh,BRCA1 expr up
CCO/C=C1\N=C(c2ccc(F)cc2)OC1=O,-5%,-8%,3%,5%,2%,-3%,-3%,3%,1%,12%
CCOC(=O)C(=CNc1ccccc1C)C(=O)OCC,2%,3%,-17%,0%,-6%,-1%,0%,.,?,-3%
CC(Sc1nc(-c2ccco2)nc2c1c(=O)n(C)c(=O)n2C)C(=O)O (stereo unspecified),1%,1%,0%,-3%,-3%,-3%,1%,10%,?,2%
O=C(NC1=NCCS1)C1COc2ccccc2O1 (stereo unspecified),6.3µM*,4.5µM*,0.24µM*,?,-11%,?,0.025µM*,-9%,-3%,-62%[inhibitor]
CC(=O)Nc1ccc(NC(=O)C(C)OC(=O)CCCc2c[nH]c3ccccc23)cc1 (stereo unspecified),.,.,4%,1%,-2%,-1%,0%,-1%,.,-10%
O=C(Cc1cccs1)Nc1nc(-c2cccnc2)cs1,22%,-13%,-3%,-12%,0%,-7%,1%,6%,0%,-3%
Cc1n[nH]c(=O)nc1N/N=C/c1ccco1,?,?,1%,10%,10%,0%,-5%,2%,?,5%

Record cards, from the list above:
`O=C(NC1=NCCS1)C1COc2ccccc2O1` (stereo unspecified) as listed: RORg inh: 6.3µM*; VP16 counter: 4.5µM*; FLuc modulator: 0.24µM*; ELG1 genotoxic: ?; p53 reactivator: -11%; Rab9 prom act: ?; NPC1 promoter act: 0.025µM*; uPA generation: -9%; MBNL1-CUG inh: -3%; BRCA1 expr up: -62%[inhibitor]
`O=C(Cc1cccs1)Nc1nc(-c2cccnc2)cs1` as listed: RORg inh: 22%; VP16 counter: -13%; FLuc modulator: -3%; ELG1 genotoxic: -12%; p53 reactivator: 0%; Rab9 prom act: -7%; NPC1 promoter act: 1%; uPA generation: 6%; MBNL1-CUG inh: 0%; BRCA1 expr up: -3%

Bioassay records (PubChem)
